Bioassay records from PubChem.
Cdc42 wt: modulators of GTP binding to wildtype Cdc42, primary screen, biochemical, multiplex bead flow cytometry, Bodipy-GTP | 190,000 compounds, 0.2% hits | GST-Cdc42 beads; actives lie on both sides | AID 761, 2007 | percent activity (GTP binding), % at 10 µM | Cell division control protein 42 homolog (Homo sapiens), P60953;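 active = percent activity GTP binding at least 20 points away from the 100% baseline, either down as inhibitor or up as activator; inconclusive = compound flagged as likely green fluorescent from well-wide comparison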;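 note: median bead fluorescence of bound Bodipy-FL-GTP at 100 nM; 0% = excess unlabeled GTP control and 100% = no compound control; below 100% means less GTP binding so inhibitor and above means activator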
Target sequence (P60953 whole entry, looked up): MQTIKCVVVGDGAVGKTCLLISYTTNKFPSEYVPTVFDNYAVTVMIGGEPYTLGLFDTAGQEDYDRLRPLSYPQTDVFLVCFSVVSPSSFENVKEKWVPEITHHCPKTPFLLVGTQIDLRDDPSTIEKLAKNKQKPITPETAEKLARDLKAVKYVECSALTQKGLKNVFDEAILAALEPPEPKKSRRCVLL
Rab2 wt GTP: modulators of GTP binding to Rab2A wildtype, primary screen, biochemical, dog, bead-based flow cytometry, multiplex | 190,000 compounds, 0.19% hits | GTP binding activity, % at 10 µM | Ras-related protein Rab-2A (Canis lupus familiaris), P61105 | GST-Rab2 wt beads, Bodipy-GTP binding;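 active = GTP binding activity at least 20 points away from 100%, either lowered or raised; inconclusive = signal likely due to the compound's own green fluorescence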;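 note: 0% = beads with excess unlabeled GTP and 100% = no-compound control corrected for plate trend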
Pf gametocyte: late stage P. falciparum gametocyte viability inhibitors, primary screen, ATP luminescence, HTS; AID 743093, 2013; P. falciparum stage V gametocytes, 24 h; 150,000 compounds, 0.065% hits; inhibition, % at 10.9 µM;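 active = inhibition above the mean plus 3 SD of compounds within the control limits, set per campaign, cut at about 38% in these data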;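 note: 0% = DMSO wells and 100% = medium only without gametocytes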
Mcl1-Noxa inh: Mcl-1/Noxa binding inhibitors, primary screen, biochemical, TR-FRET, 1536-well; Induced myeloid leukemia cell differentiation protein Mcl-1 (Homo sapiens), Q07820; TR-FRET Mcl-1/Noxa peptide binding, 2 h; inhibition, % at 21.7 µM; AID 1022, 2008; 220,000 compounds, 1.5% hits;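 active = compounds that cut the protein-peptide binding signal by more than 50% relative to plate controls in a single-dose test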;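 note: His-tagged Mcl-1 with rhodamine Noxa BH3 peptide and terbium anti-His antibody; 0% = Mcl-1 plus Noxa peptide wells and 100% = peptide-only wells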
Target sequence (Q07820 whole entry, looked up): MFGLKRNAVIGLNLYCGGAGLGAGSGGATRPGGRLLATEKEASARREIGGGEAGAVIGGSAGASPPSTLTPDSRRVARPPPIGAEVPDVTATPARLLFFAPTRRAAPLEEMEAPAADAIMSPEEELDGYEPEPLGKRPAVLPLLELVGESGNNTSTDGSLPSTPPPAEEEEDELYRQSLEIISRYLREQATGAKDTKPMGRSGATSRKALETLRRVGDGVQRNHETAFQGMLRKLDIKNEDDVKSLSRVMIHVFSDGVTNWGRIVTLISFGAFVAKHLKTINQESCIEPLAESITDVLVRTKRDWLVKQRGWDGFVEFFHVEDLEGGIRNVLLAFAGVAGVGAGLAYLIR
Rab7 wt modul: modulators of GTP binding to Rab7, primary screen, biochemical, wildtype, multiplex bead flow cytometry; GTP binding activity (percent of control), % at 10 µM; 190,000 compounds, 0.055% hits; GST-Rab7 beads, fluorescent GTP binding; actives lie on both sides; untreated = 100%, excess cold GTP = 0%;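 active = fluorescent GTP binding to Rab7 beads changed by at least 20 points from the 100% baseline, either direction, mostly lower; inconclusive = compound itself probably fluorescent, or too few beads counted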;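 note: median green fluorescence of bound Bodipy-FL-GTP per Rab7 bead population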
Mcl1-Bid inh: Mcl-1/Bid binding inhibitors, primary screen, biochemical, TR-FRET, 1536-well; TR-FRET Mcl-1/Bid-Dy647 peptide binding; 220,000 compounds, 0.97% hits; inhibition, % at 21.7 µM; Induced myeloid leukemia cell differentiation protein Mcl-1 (Homo sapiens), Q07820;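 active = compounds that cut the binding signal by more than half at the single screening dose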;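 note: His-tagged Mcl-1 with europium anti-His antibody binding Bid BH3 peptide; 0% = Mcl-1 plus peptide wells and 100% = peptide-only wells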
Rac1 act GTP bind: GTP binding modulators of activated mutant Rac1, primary screen, biochemical, bead-based flow cytometry, multiplex, fluorescent GTP; Ras-related C3 botulinum toxin substrate 1 (Homo sapiens), P63000; GST-Rac1 activated beads; actives lie on both sides; 100% means binding = to untreated wells; percent activity (GTP binding), % at 10 µM; 190,000 compounds, 0.11% hits; AID 764, 2007;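 active = GTP binding at least 20 percentage points away from the 100% baseline, in either direction, so actives lie on both sides; inconclusive = Compound likely fluorescent itself, or too few beads counted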
HRas wt GTP: modulators of GTP binding to HRas wildtype, primary screen, biochemical, bead-based flow cytometry, multiplex; GTP binding activity, % at 10 µM; GST-Ras wt beads, Bodipy-FL-GTP binding; actives lie on both sides; 190,000 compounds, 0.14% hits;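 active = GTP binding activity at least 20% away from the 100% baseline, either lowered as inhibitor or raised as activator; inconclusive = flagged as likely green fluorescent, judged across all proteins in the well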;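 note: 0% = unlabeled GTP competition control and 100% = no-compound control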
Target sequence (P01112 whole entry, looked up): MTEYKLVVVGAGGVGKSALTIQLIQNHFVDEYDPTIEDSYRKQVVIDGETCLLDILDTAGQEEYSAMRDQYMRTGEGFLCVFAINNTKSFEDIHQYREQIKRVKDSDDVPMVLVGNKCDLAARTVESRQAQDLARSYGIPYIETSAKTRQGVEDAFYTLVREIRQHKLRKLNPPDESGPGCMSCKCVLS
GSH fluor: compound fluorescence on glutathione beads, profiling panel, artefact control, biophysical, 488/530 nm, flow cytometry; GSH beads flow cytometry, compound fluorescence 488/530 nm; stronger effect = higher value; fluorescence (KMESF) at 10 µM; 190,000 compounds, 0.25% hits; AID 1776, 2009; in the data active = fluorescence above about 89;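 note: glutathione beads carrying GST-tagged Bcl family fusion proteins plus one bare bead set; values are compound well signal with DMSO vehicle wells as background; inactives centre near 16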
Avidin fluor: green autofluorescence of compounds with avidin beads – biophysical, 488/530 nm, flow cytometry, artefact control, profiling panel; 220,000 compounds, 0.38% hits; compound fluorescence 488/530 nm; stronger effect = higher value; fluorescence (KMESF) at 10 µM; in the data active = fluorescence above about 47; note: inactives centre near 10
Rac1 wt GTP bind: wildtype Rac1 GTP binding modulators, primary screen, biochemical, GST-Rac1 beads, flow cytometry, multiplex | Ras-related C3 botulinum toxin substrate 1 (Homo sapiens), P63000 | fluorescent GTP binding; actives lie on both sides; 0 = cold GTP competed, 100 = untreated | GTP binding activity (% of control), % at 10 µM | 190,000 compounds, 0.27% hits;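 active = GTP binding activity at least 20 points away from the 100% control level, either lower or higher; inconclusive = compound flagged as likely green fluorescent, judged across all proteins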
* = called active by the depositor; ? = inconclusive; . = not tested or not shown.

Molecule	Cdc42 wt	Rab2 wt GTP	Pf gametocyte	Mcl1-Noxa inh	Rab7 wt modul	Mcl1-Bid inh	Rac1 act GTP bind	HRas wt GTP	GSH fluor	Avidin fluor	Rac1 wt GTP bind
O=C(CSc1nc2ccccc2c(=O)n1-c1ccc(F)cc1)Nc1ccc(Cl)c(S(=O)(=O)N2CCOCC2)c1	101	96	12	-226	96	-22	99	99	23	13	105
C=CCNC(=O)N1CCCC(C(=O)c2cccc(Cl)c2)C1 (stereo not given)	89	96	6	2	97	-12	90	95	8	2	91
CCCn1c(SCC(=O)Nc2ccc(OC)cc2)nnc1-c1ccncc1	107	106	-11	27	99	-2	102	104	17	35	108
Cc1ccc(C(=O)COC(=O)c2cn(-c3ccccc3)nc2-c2ccccc2)cc1[N+](=O)[O-]	104	101	.	-4	99	-8	101	103	10	14	107
COc1ccc(CNC(=O)C2CC(c3ccc(OC)cc3)=NO2)cc1 (stereo not given)	104	104	1	5	103	-32	102	104	26	6	106
CCOC(=O)c1c(C)c(C(=O)O)n(C)c1C	95	98	.	12	100	-26	99	99	39	14	101
Cc1cccc(OC(=O)n2c(=S)oc3cc(Cl)ccc32)c1	98	93	-27	16	97	-34	94	96	16	13	100
CC(=O)Nc1nc(-c2cc([N+](=O)[O-])cs2)cs1	96	97	.	8	99	-57	100	95	20	31	100
COCCCNC(=S)NCCCNc1nc2cc3c(cc2cc1C#N)OCO3	?	?	.	3	?	-39	?	?	17	15	?
Cc1nc(-c2ccccc2)sc1-c1nc(-c2ccccc2)ncc1S(=O)(=O)c1ccccc1	101	101	.	-26	103	-25	97	103	35	16	103
CCCCOc1ccc(NC(=O)C2OC3OC(C)(C)OC3C3OC(C)(C)OC23)cc1 (stereo not given)	100	98	14	1	101	-8	102	99	12	15	103
O=C(CCCC(=O)NCc1ccc(F)cc1)NCc1ccc(F)cc1	97	102	.	9	103	-11	98	102	26	15	103
Cc1cc(=O)n(C)c(=O)n1CC(=O)N1CCCCCC1	104	101	.	7	102	-23	98	104	15	8	102
CC(C)(C)c1ccc(C(=O)NNC(=O)c2ccc(Cl)cc2)cc1	99	100	8	5	100	8	96	99	10	5	103
Cc1noc(C(=O)Nc2c(C)nn(Cc3ccccc3)c2C)c1Cl	104	101	.	22	99	12	104	101	17	6	105
Cn1c(CNc2ccccc2)nc2ccccc21	101	100	.	4	97	-34	100	99	26	11	101
COC(=O)c1ccccc1S(=O)(=O)N(Cc1cc2cc3c(cc2[nH]c1=O)OCO3)C1CCCCC1	100	99	.	-9	102	-17	98	99	10	9	100
CCCCN=C1NC(=O)C(CC(=O)NCCc2ccc(OC)cc2)S1 (stereo not given)	102	97	-5	13	99	-7	99	98	10	20	103
Cc1ccc(C(=O)CSc2nnc(-c3cccnc3)n2N)cc1	100	100	-2	-1	103	-11	100	100	15	36	100
CCCCCC(=O)NC(=S)Nc1cccc(C(C)=O)c1	96	98	.	20	98	-27	97	99	17	16	101
O=S(=O)(NCc1cccnc1)c1cccc2cccnc12	104	101	.	6	96	-29	102	101	34	29	106
O=[N+]([O-])c1ncn(Cc2c(Cl)cccc2Cl)n1	101	99	-7	11	98	2	100	100	11	25	104
CC(=O)Nc1cccc(N(C)S(C)(=O)=O)c1	94	94	.	.	92	-24	92	94	32	10	90
CCCCc1ccc(NC(=S)N2CCN(c3ncccn3)CC2)cc1	101	98	.	6	97	-36	96	97	19	10	100
CC(C)c1cc(C(N)=O)c(NC(=O)c2cccc(COc3ccc(Br)cc3)c2)s1	98	96	-1	-8	95	-27	98	99	16	4	101
Clc1ccc(CSc2nnc(-c3c[nH]c4ccccc34)o2)cc1	96	97	.	5	96	16	97	98	25	13	97
Cc1ccccc1NC(=S)N(CCCN1CCOCC1)Cc1cccs1	103	101	-12	5	101	-46	103	101	19	13	106
COc1ccccc1C(=O)ON=C1c2ccccc2-c2ccccc21	97	100	-2	15	101	6	100	100	5	9	102
O=C(Cn1nc(Cc2cccnc2)c2ccccc2c1=O)N1CCN(c2ccccn2)CC1	105	103	.	3	102	-17	100	104	25	7	107
Nc1nc(SCC(=O)NCCCO)nc2sc3c(c12)CCC3	98	99	.	24	99	-34	98	100	15	6	98
COc1ccc2nc3c(c(-c4ccccc4)c2c1)CCC3	102	100	.	-5	100	-4	99	103	17	10	104
CC1CCCN(c2c([N+](=O)[O-])c(=O)oc3ccccc23)C1 (stereo not given)	98	97	.	-1	99	-24	96	100	35	12	104
O=c1[nH]ncc(N2CCCCC2)c1Cl	102	99	9	-5	101	-27	101	100	7	2	108
COc1ccc(CNC(=O)C2CCCN2S(=O)(=O)c2ccc(Cl)cc2)cc1 (stereo not given)	103	102	-5	2	95	3	101	103	15	8	107
Cc1cc(C)c(S(=O)(=O)N2CCN(c3ccc([N+](=O)[O-])c(-n4nc(C)cc4C)c3)CC2)c(C)c1	97	96	-38	.	94	-16	95	98	23	10	94
COc1ccc(Nc2cc(C(=O)NCCCN3CCOCC3)c3ccccc3n2)cc1OC	102	98	.	10	95	-59	97	100	6	7	99
CCCCCn1c(-c2ccco2)nc2nc3ccccc3nc21	100	96	.	40	95	8	98	97	46	33	98
Cc1ccc(C(C(=O)NC(C)(C)C)N(Cc2ccco2)C(=O)Cn2nnc(-c3cccs3)n2)cc1 (stereo not given)	102	100	12	1	99	-9	100	101	22	7	104
Cc1cccc(-c2nc3c(c(SCC(N)=O)n2)CCCC3)c1	103	103	.	10	102	-1	100	102	21	5	104
CCOC(=O)NN1C(=O)c2ccccc2NC1c1ccc(OC)cc1OC (stereo not given)	97	103	.	11	107	-37	95	103	12	6	99
CC(Cc1cccs1)NC(=O)Nc1ccccc1 (stereo not given)	104	102	.	11	100	-35	98	102	19	13	106
COc1ccc(CCNC(=O)CCn2c(SCC#N)nc3ccccc3c2=O)cc1OC	102	102	-3	3	104	16	101	102	17	4	103
CCOC(=O)c1cccc(NC(=O)CSc2nnnn2CC)c1	107	100	9	-4	99	-31	101	102	14	37	106
COc1ccc(-c2csc(=Nc3c(C)n(C)n(-c4ccccc4)c3=O)n2C(C)(C)C)cc1	95	94	.	6	100	-41	93	95	58	8	98
COc1ccc(-n2c(O)c(Cc3ccccc3)c(=O)n3nc(-c4ccccc4)c(=O)cc23)cc1	94	90	.	25	96	15	92	94	22	21	97
Cc1ccc(Cn2c(CN3CCN(C(=O)c4ccco4)CC3)nc3c2c(=O)n(C)c(=O)n3C)cc1	101	99	1	-14	97	-32	95	99	11	21	101
O=C1CSC(c2ccc(Cl)cc2)N1 (stereo not given)	102	99	-7	-13	102	-46	96	100	50	14	111
COC(=O)c1c(NC(=O)C2C3CCC(O3)C2C(=O)O)sc2c1CCCCCC2 (stereo not given)	99	99	-13	10	103	-59	99	102	5	2	102
CCCCn1c(SCC(=O)NC(C)CC)nc2ccc(N3CCOCC3)cc2c1=O (stereo not given)	102	101	-23	-1	101	-78	98	104	11	19	103
Cc1ccccc1NC(=S)NC(NC(=O)N(C)C)C(Cl)(Cl)Cl (stereo not given)	101	103	.	6	108	-100	100	104	54	22	105

Two successive compounds out of the list so far, for reference:
Molecule	Cdc42 wt	Rab2 wt GTP	Pf gametocyte	Mcl1-Noxa inh	Rab7 wt modul	Mcl1-Bid inh	Rac1 act GTP bind	HRas wt GTP	GSH fluor	Avidin fluor	Rac1 wt GTP bind
Clc1ccc(CSc2nnc(-c3c[nH]c4ccccc34)o2)cc1	96	97	.	5	96	16	97	98	25	13	97
Cc1ccccc1NC(=S)N(CCCN1CCOCC1)Cc1cccs1	103	101	-12	5	101	-46	103	101	19	13	106

The list continues.
Molecule	Cdc42 wt	Rab2 wt GTP	Pf gametocyte	Mcl1-Noxa inh	Rab7 wt modul	Mcl1-Bid inh	Rac1 act GTP bind	HRas wt GTP	GSH fluor	Avidin fluor	Rac1 wt GTP bind
Cc1ccccc1C(=O)N1CCN(c2ccc(NC(=O)c3cccnc3Cl)cc2)CC1	96	98	-2	-1	96	-37	94	94	24	12	97
Cn1c(=S)[nH]c2scc(-c3cccs3)c2c1=O	88	91	.	64*	95	-47	88	92	14	13	88
N#C/C(=C/c1cccn1-c1cccc(C(=O)O)c1)c1ccc(Cl)cc1	91	94	6	18	103	-31	87	95	11	9	92
CCC(=O)Nc1ccc(C(=O)NNC(=O)c2ccc([N+](=O)[O-])cc2)cc1	99	98	-6	-4	102	2	98	99	58	9	98
CCOc1ccc(-c2n[nH]c(=S)o2)cc1	93	92	0	2	92	-12	94	94	9	11	98
O=c1oc2ccccc2c(NCc2ccccc2)c1[N+](=O)[O-]	101	102	-14	21	103	-21	102	103	7	3	106

Molecules from the list above containing an NH in an aromatic ring, in the order listed:
Molecule	Cdc42 wt	Rab2 wt GTP	Pf gametocyte	Mcl1-Noxa inh	Rab7 wt modul	Mcl1-Bid inh	Rac1 act GTP bind	HRas wt GTP	GSH fluor	Avidin fluor	Rac1 wt GTP bind
COC(=O)c1ccccc1S(=O)(=O)N(Cc1cc2cc3c(cc2[nH]c1=O)OCO3)C1CCCCC1	100	99	.	-9	102	-17	98	99	10	9	100
Clc1ccc(CSc2nnc(-c3c[nH]c4ccccc34)o2)cc1	96	97	.	5	96	16	97	98	25	13	97
O=c1[nH]ncc(N2CCCCC2)c1Cl	102	99	9	-5	101	-27	101	100	7	2	108
Cn1c(=S)[nH]c2scc(-c3cccs3)c2c1=O	88	91	.	64*	95	-47	88	92	14	13	88
CCOc1ccc(-c2n[nH]c(=S)o2)cc1	93	92	0	2	92	-12	94	94	9	11	98
